Source: PubChem (several laboratories)
DAGLB inh – blocks human DAGLB lipase activity; Q8NCG7; HEK293T DAGLB membrane lysate, EnzChek fluorogenic substrate; inhibition, % at 5.17 µM; hit rate 0.059% among 340,000; AID 504411; in the data active means inhibition above about 34%;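 further: 0% = enzyme with vehicle and 100% = wells lacking enzyme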
AddAB inh – less growth of phage-infected E. coli with AddAB | E. coli expressing H. pylori AddAB, absorbance growth | inhibition, % at 11.9 µM | hit rate 0.29% among 330,000; in the data active means inhibition above about 12%;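 further: 0% = vehicle wells of infected cells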
PKA-R2B activ – activators of human PKA-R2B complex; hit rate 0.079% among 340,000; P22694+P31323; PKA-R2B holoenzyme dissociation, Cy5-IP20 fluorescence polarization; R2B truncated from residue 108, S112A mutant; 0% DMSO only, 100% 113 µM cGMP; activation, % at 11.4 µM;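 active means activation above a cutoff set at the mean over all compounds plus 3 SD, cut at about 18% in these data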;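 further: higher means more holoenzyme dissociation and a rise in polarization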
Target sequence (P31323 whole entry, looked up, other chains not shown, the tested form may be a part): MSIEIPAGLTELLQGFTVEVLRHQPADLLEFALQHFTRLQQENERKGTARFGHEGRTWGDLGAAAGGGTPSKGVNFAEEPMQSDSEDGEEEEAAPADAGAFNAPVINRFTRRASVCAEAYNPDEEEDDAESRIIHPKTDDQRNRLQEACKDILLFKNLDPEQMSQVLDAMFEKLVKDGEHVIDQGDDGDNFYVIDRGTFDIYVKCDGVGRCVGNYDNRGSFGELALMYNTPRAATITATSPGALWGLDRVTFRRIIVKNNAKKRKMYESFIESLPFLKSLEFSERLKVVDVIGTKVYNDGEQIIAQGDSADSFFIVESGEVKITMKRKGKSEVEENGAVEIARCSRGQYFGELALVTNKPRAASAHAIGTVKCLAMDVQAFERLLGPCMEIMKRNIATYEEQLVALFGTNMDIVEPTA
phage Ecoli inh – E. coli growth loss with phage present | growth absorbance | inhibition, % at 11.9 µM | hit rate 0.26% among 360,000 | AID 651602; in the data active means inhibition above about 11%
HTR5A ag ctr – HTR5A agonism, opioid heterodimer counter-screen; activation, % at 9.3 µM; AID 504692; hit rate 0.61% among 340,000; P47898; HTR5A agonist assay, luminescence, cell-based; in the data active means activation mostly above about 9.5%, no sharp cut-off; inactive means mostly below about 7.6%;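 further: 0% = cells with vehicle only and 100% = reference agonist; strong numbers were not always called active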
HTR5A inv ctr – inverse agonist of human HTR5A in OPRM1-OPRD1 counter-screen | inhibition, % at 9.3 µM | AID 504634 | hit rate 0.083% among 340,000 | P47898 | HTR5A cell line, luminescence, inverse agonism; in the data active means inhibition mostly above about 23%, no sharp cut-off; inactive means mostly below about 18%;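 further: 0% = cells with DMSO and 100% = no-cell wells with DMSO; some compounds called inactive have numbers as strong as hits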
E coli growth – reduces bacterial viability in AddAB counter-screen. E. coli V3065 growth, OD600 absorbance, 18 h. inhibition, % at 11.9 µM. hit rate 0.27% among 330,000;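 active means inhibition above the campaign's mean inhibition across all tested compounds plus 3 SD, cut at about 9.9% in these data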;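 further: uninfected addAB+ strain grown without phage in ampicillin broth; 0% = DMSO wells and 100% = ciprofloxacin 0.95 µg/ml wells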
Tat export inh – E. coli Tat transport inhibition; E. coli MC4100 TorA-mCherry Tat export, fluorescence; inhibition, % at 10 µM; hit rate 0.036% among 340,000;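 active means mean replicate inhibition at least 50% and at least half of replicates individually reaching 50%; inconclusive means only one of the two criteria met; inactive means neither criterion met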;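 further: exported cargo escapes ClpAP degradation while cytoplasmic cargo is degraded and loses fluorescence; 0% = median of neutral control wells and 100% = median of NaSCN control wells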
Mot1-301 SUMO – inhibitors of SUMOylation pathway: yeast Mot1-301 growth rescue; S. cerevisiae Mot1-301 growth rescue, ATP luminescence, 38.5C; percent above DMSO median, 100 means doubled; growth rescue, % at 18.8 µM; hit rate 1% among 320,000; AID 2716;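 active means every valid replicate shows activation above 250% relative to neutral control wells; inactive means the rest, any valid replicate at or below 250%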;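 further: OY570 slx delta 5 strain wells were the positive control but not used for scaling; some compounds called inactive have numbers as strong as hits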
PKA-R1A activ – activates the PKA-R1A holoenzyme complex | P00514+P68181 | activation, % at 11.4 µM | AID 504707 | PKA-R1A dissociation, Cy5-IP20 fluorescence polarization; scaled: DMSO 0%, 113 µM cGMP 100% | hit rate 0.083% among 340,000;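 active means percent activation above the mean of all tested compounds plus 3 SD, cut at about 19% in these data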;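 further: higher means more PKAc released from R1A so a rise in polarization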
CDK5 inh – inhibitors of human CDK5/p35 kinase; Q00535+Q15078; Recombinant CDK5/p35, ADP-Glo luminescence, 60 min; inhibition, % at 10 µM; hit rate 0.01% among 330,000; AID 488839;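 active means highest replicate inhibition of at least 50% and at least 75% of replicates reaching 50%; inconclusive means only one of the two criteria met; inactive means both criteria failed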;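 further: plate controls were DMSO neutral control for no effect and GW8510 at 10 µM for full effect; many of its hits are not listed in these tables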
Target sequence (Q00535 whole entry, looked up): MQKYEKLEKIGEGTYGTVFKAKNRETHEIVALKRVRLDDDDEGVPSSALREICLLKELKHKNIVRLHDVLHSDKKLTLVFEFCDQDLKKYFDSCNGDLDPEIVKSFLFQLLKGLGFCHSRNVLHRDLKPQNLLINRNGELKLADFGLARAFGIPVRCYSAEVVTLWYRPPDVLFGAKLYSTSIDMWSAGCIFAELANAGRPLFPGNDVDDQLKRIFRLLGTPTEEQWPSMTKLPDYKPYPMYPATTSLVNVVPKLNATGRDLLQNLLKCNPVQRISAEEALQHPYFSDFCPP
Target sequence (Q15078 whole entry, looked up): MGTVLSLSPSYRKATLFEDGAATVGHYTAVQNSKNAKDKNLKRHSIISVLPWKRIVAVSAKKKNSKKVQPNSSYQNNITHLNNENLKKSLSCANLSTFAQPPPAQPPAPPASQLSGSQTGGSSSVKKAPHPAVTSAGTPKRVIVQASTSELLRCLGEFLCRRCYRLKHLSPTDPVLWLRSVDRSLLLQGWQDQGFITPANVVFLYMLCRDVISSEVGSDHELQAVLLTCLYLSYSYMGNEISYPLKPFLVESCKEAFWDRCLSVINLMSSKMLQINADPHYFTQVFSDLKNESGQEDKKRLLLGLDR
The depositor's hits bear a star; ? = inconclusive; . = no result given; + = active, no number.

Every second line gives: PKA-R1A activ, DAGLB inh, AddAB inh, E coli growth, PKA-R2B activ, Tat export inh, HTR5A inv ctr, Mot1-301 SUMO, HTR5A ag ctr, CDK5 inh, phage Ecoli inh
1: CCCS(=O)(=O)N1CCC(C(=O)Oc2ccc(OC)cc2)CC1
    1, 0, 2.5, 0.2, 12, -13, -3, -4, 1, 0.3, 1.8
2: CC(C)(C)NC(=O)NCCc1ccccc1
    -2, -3, 2.2, -0.6, 1, -1, 13, 3, -2, -0.3, -0.1
3: COc1ccc(N(CC(=O)NC2CCCCCC2)S(=O)(=O)c2c(C)nn(C)c2C)cc1
    -2, 3, 0.4, -1.9, 1, 4, 11, -13, 4, 0.5, 0.6
4: Cc1ccc2nc(Cl)c(C#N)cc2c1
    -2, -3, -1.9, -0.7, 6, -4, 14, 189, -5, -0.8, 0.7
5: CC1CC(OCC(O)C[N+]2(C)CCOCC2)CC(C)(C)C1 (stereo not drawn)
    6, 0, -0.5, -3.8, 0, 1, -8, -8, 7, 0.0, 5.7
6: COc1ccc(N/C(=N/c2nc(C)cc(C)n2)NC(=O)Nc2ccc(Cl)c(Cl)c2)c(OC)c1
    3, -1, 1.1, 1.2, 4, 4, -2, -2, 2, 3.7, 2.5
7: O=C(COc1ccc2c3c(c(=O)oc2c1)CCCC3)NCCCn1ccnc1
    -3, 2, 1.8, 1.2, 12, ?, -8, -6, -4, -0.4, 2.2
8: COc1ccc(C(=O)OCC(=O)Nc2ccc(OC)c(S(=O)(=O)N3CCCCC3)c2)cc1[N+](=O)[O-]
    -17, -1, ., ., -11, 3, 17, ., -7, -0.4, -2.1
9: COC(=O)c1ccc(NC(=S)NC(=O)c2c(-c3ccccc3)noc2C)cc1
    3, -5, 2.8, -0.7, 3, -2, 8, 180, -2, 1.0, 3.5
10: COc1ccc(-c2nnnn2C)cc1S(=O)(=O)Nc1ccc(C)cc1C
    6, 0, 0.9, 2.8, 1, -1, 3, -6, -1, 1.0, -0.2
11: O=C(CS(=O)(=O)c1ccccc1)N1CCN(c2ccccc2)CC1
    -5, -2, 2.7, 2.6, 3, 3, 10, ., 7, 0.6, 6.0
12: Cc1cc(C)c(NC(=O)Cn2c([N+](=O)[O-])cnc2C)c(C)c1
    -5, 0, -1.7, 0.8, -2, -5, -5, +, 2, -1.1, 0.0
13: CCCCN(C)CCC(=O)Nc1ccc(F)c(F)c1
    1, -1, 1.0, 0.5, 4, -3, -3, -12, 1, -0.5, 3.8
14: Oc1ccc(Cn2ccnc2)c2cccnc12
    -4, -3, 3.3, 4.6, -8, -8, 4, -19, -1, -2.6, 3.8
15: CC(=O)OCC12COC3c4ccccc4OC(C)(CC1C)C3C2C (stereo not drawn)
    1, -3, -2.7, -1.1, 4, -13, 0, ., 0, -0.4, 4.7
16: O=C(CSC1=NS(=O)(=O)c2cc(Cl)ccc2N1)Nc1ccccc1F
    -2, 10, -0.8, 1.1, -2, 0, 16, 367, -1, 0.4, 0.1
17: Cc1c(C)[n+](=O)c(-c2cccs2)c(C)n1[O-]
    4, 3, 0.4, 0.0, -4, -3, 13, -3, -1, -0.1, 1.9
18: O=S(=O)(Nc1ccc2c(c1)OCCO2)c1cnc[nH]1
    -5, -2, -0.5, 2.6, -15, -14, 5, 46, -2, -0.5, -0.8
19: COc1cc2c(cc1OC)C(c1cc(OC)c(OC)cc1[N+](=O)[O-])N(C(C)=O)CC2 (stereo not drawn)
    8, 1, 0.8, -0.8, -2, -6, -9, -4, 2, 0.1, 1.8
20: CCOc1cc(/C=C/c2ccc3cccc([N+](=O)[O-])c3n2)cc(Cl)c1O
    -11, 0, 2.4, -1.6, -13, -6, -4, 6, -3, 0.3, 1.2

Results in sequence from the list.
Tat export inh for entries 3 to 14 → 4, -4, 1, 4, ?, 3, -2, -1, 3, -5, -3, -8
Mot1-301 SUMO for entries 3 to 14 → -13, 189, -8, -2, -6, ., 180, -6, ., +, -12, -19
DAGLB inh for entries 3 to 14 → 3, -3, 0, -1, 2, -1, -5, 0, -2, 0, -1, -3

Continuation:
Every second line gives: PKA-R1A activ, DAGLB inh, AddAB inh, E coli growth, PKA-R2B activ, Tat export inh, HTR5A inv ctr, Mot1-301 SUMO, HTR5A ag ctr, CDK5 inh, phage Ecoli inh
21: Cc1ccc(OCC(=O)NNC(=O)c2ccc3c(=O)n4c(nc3c2)CCC4)cc1
    -2, 1, -0.8, -1.0, -2, 1, 0, -12, 0, -0.3, 2.8
22: O=S(=O)(c1ccc2ccccc2c1)N1CCN(C2CCN(Cc3ccccc3)CC2)CC1
    8, -1, 1.9, -1.4, 3, 3, -3, ., 1, 2.0, -2.0
23: CC(C)CNC(=O)c1cc(-c2ccc3c(c2)OCO3)on1
    9, -4, 1.8, 1.5, -7, -14, -1, 180, 0, 0.8, 1.4
24: CNC(=O)COc1coc(CN2CCN(c3ccccc3OC)CC2)cc1=O
    3, 0, 2.4, -2.0, 3, -2, 6, -5, -2, 0.8, 1.4
25: O=C(/C=C/c1c(Cl)nc2ccccn12)N1CCCCC1
    0, 0, 1.8, 0.4, -4, 0, 0, 7, 1, 0.3, 1.7
26: NC(=S)N=Nc1c(O)[nH]c2cc(F)c(F)cc12
    -14, 1, 4.5, 1.7, 12, -3, 18, -8, -5, 3.2, 8.8
27: COc1ccc(S(=O)(=O)n2nc(OC(=O)c3cccs3)cc2N)cc1
    2, 9, -1.0, -1.2, 0, 6, 3, -14, 0, -0.4, 1.9
28: COc1ccc(C(CC(=O)NC(C)c2ccc(-c3ccccc3)cc2)NC(C)=O)cc1 (stereo not drawn)
    0, 3, -2.4, -2.9, -7, -4, -8, -7, 7, -3.0, -0.1
29: COc1ccc(C(=O)Nc2ccc(CN3CCS(=O)(=O)CC3)cc2)cc1
    -5, 2, 0.2, 1.4, -6, -4, -4, 0, 3, 6.7, 3.5
30: COc1cc2c(C#Cc3cccnc3)c(-c3ccsc3)oc(=O)c2cc1OC
    1, -1, 4.7, -2.1, -8, -6, 4, -9, 7, -1.2, 1.6
31: COC(=O)C1(C(F)(F)F)N=C(C(F)(F)F)Nc2ccc(Cl)cc21 (stereo not drawn)
    -10, 1, 3.5, -1.8, 2, -10, -2, -8, 0, -0.6, 0.9
32: Cc1ccc(CNC(=O)C2CNc3cc(C)ccc3O2)cc1 (stereo not drawn)
    -4, 0, -0.7, -0.9, -11, 3, -26, -6, -3, 1.7, 1.0
33: O=C(NCc1nnc(SCc2ccccc2)n1-c1ccccc1)C12CC3CC(CC(C3)C1)C2
    5, -3, 2.7, -1.9, -12, 6, -15, -12, 0, 0.0, -2.2
34: CCOCc1cnc(C)nc1NCC(=O)c1c(C)[nH]c2ccccc12
    -11, 1, 1.2, 0.3, -7, 4, 6, 2, 0, 0.6, 2.4
35: CCCOc1ccc(C(=O)Nc2ccc3c(c2)OCO3)cc1
    13, 2, 4.2, 3.6, 2, -11, -22, 15, 1, 0.2, 4.8
36: Cc1cccc2c1NC(=O)C21OCC(CO)([N+](=O)[O-])CO1 (stereo not drawn)
    9, -3, -1.4, -1.2, -1, 1, -14, -15, 4, 0.1, 1.1
37: O=C(NCc1cccnc1)c1ccc(Cl)c(S(=O)(=O)N2CCCCCC2)c1
    -6, 0, 6.0, -0.3, 2, 0, 9, 1, -2, -0.3, 5.2
38: CS(=O)(=O)N1CC(C(=O)O)Oc2ccc(CC(=O)O)cc21 (stereo not drawn)
    -12, -2, 0.8, -2.9, -10, -2, -4, 12, 1, 0.8, 3.5
39: CN1CCN(CCCNC(=O)c2cn(C3CCCCC3)c(=O)c3c2c2ccccc2n3C)CC1
    -10, 3, -0.9, -1.6, 4, 6, -1, ., 2, 0.2, 1.6
40: CN(C)C(=O)COC(=O)c1ccccc1NC(=O)c1ccco1
    -5, 2, 3.1, 1.4, -8, 10, 12, 8, -4, 3.6, 1.0
41: O=C(c1cc2c(cc1Br)OCCCO2)N1CCCCC1
    -19, -2, 1.3, -0.3, -6, -6, -3, 4, 2, -0.1, 1.6
42: N#C/C(=C\c1ccc(F)c(Cl)c1)S(=O)(=O)c1ccccn1
    -3, 1, -0.8, 0.3, 1, -3, -18, 8, 7, -1.7, 2.9
43: NS(=O)(=O)c1ccc(NC(=O)CSc2nnc(Cc3cccs3)n2-c2ccccc2)cc1
    10, 1, -3.5, -1.4, -3, -1, 5, 3, -7, -0.3, 0.1
44: Cc1ccccc1C(=O)N1CCN(c2ccc(NC(=O)c3ccc([N+](=O)[O-])o3)cc2)CC1
    -4, 4, 2.6, 4.0, -16, -9, -9, 37, 3, 0.5, 1.9
45: CC(C)OC(=O)c1cc2ccccc2oc1=O
    4, -2, -0.1, 1.6, -2, 2, 4, 152, -1, 1.4, 1.4
46: Cc1nn(C)c(NC(=O)c2ccccc2Cl)c1Br
    13, -1, 0.2, -2.0, 2, -13, -2, 2, 0, -1.3, 2.3
47: CN(C(=O)COC(=O)c1ccccc1Nc1ccccc1)C1CCS(=O)(=O)C1 (stereo not drawn)
    -12, 1, 0.6, 1.4, -7, 1, -17, ., 6, 0.5, 1.8
48: CC(C)c1ccccc1OCC(=O)Nc1cc(S(=O)(=O)N2CCOCC2)ccc1N1CCCC1
    -2, -2, 4.5, 3.7, 13, 18, -7, 7, 3, -0.4, 3.6
49: CCOC(=O)CCN(Cc1sccc1C)S(=O)(=O)c1ccc(F)cc1
    -6, -3, 2.0, -0.1, -8, -3, 4, -7, 4, -0.7, 2.4
50: Cc1ccccc1CC(=O)N1CCN(C(=O)C2CCCO2)CC1 (stereo not drawn)
    1, 2, 2.0, 0.6, -9, -3, -19, -6, 0, 0.9, -0.2
51: COc1ccccc1NC(=O)CCC(=O)OCc1ccc([N+](=O)[O-])cc1
    -1, 0, 1.2, -1.6, -5, 1, -9, -3, -7, 1.0, 0.9
52: COc1ccccc1-c1nc2c3ccccc3nc(=S)n2[nH]1
    2, -8, -4.0, -1.3, -6, -5, 3, 3, -1, 1.1, -1.0
53: CC(=O)Nc1ccc(/C=N/NC(=O)c2cc3ccccc3nc2C)cc1
    -2, -4, -0.3, 1.4, 0, -6, -32, -8, -1, ., 3.3
